High-throughput results: PubChem, several laboratories
RGS4 act: RGS4 potentiation or activation. HEK293 M3R/inducible RGS4, carbachol calcium flux Fluo4; hits give low values. AID 463111. B-score at 10 µM. 310,000 compounds, 0.92% hits;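 active = B-score of the integrated calcium signal more than 4 SD below the library mean, with starting fluorescence not abnormally high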;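 note: negative B-score means reduced calcium response which marks RGS4 activation or potentiation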
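Material: Inducible-RGS4 HEK293 cells carrying M3 receptor; also added: carbachol at ECmax as muscarinic agonist stimulus; incubation: compound preincubation 20 min at room temperature before agonist; signal: Fluo4-AM (2 µM) calcium-flux fluorescence, kinetic read; measure: integrated calcium ratio converted to B score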
KCNK3 inh: human KCNK3 channel inhibition, primary screen | O14649 | CHO-KCNK3 thallium flux, FluxOR fluorescence; hits give low values | B-score at 10 µM | 340,000 compounds, 0.84% hits | AID 602410;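 active = B-score under library mean minus 4 SD, starting fluorescence ratio at most library mean plus 5 SD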;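 note: more negative B-score means stronger inhibition of thallium flux through KCNK3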
PolyA inh: blocks polyadenylation in yeast reporter cells; S. cerevisiae SKY197-pL101 polyadenylation reporter, beta-gal luminescence; efflux-impaired pdr1/pdr3 knockout yeast; score 100 = 6 SD above DMSO; calls only at 12 µM; 300,000 compounds, 0.02% hits;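 active = lowest replicate activity score at least 50, where 100 means six control SD above control mean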;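 note: yeast exposed to compound for 9 h at 30 °C; higher score means more reporter readthrough which indicates perturbed polyadenylation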
hERG protect: shields human hERG channel from block by proarrhythmic agents; Q12809; CHO-hERG, FluxOR thallium flux, dofetilide IC70 present; activation (rescue from dofetilide block), less the hit threshold, % at 10 µM; 310,000 compounds, 0.51% hits; AID 1511;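 active = activation above the mean of controls blocked by dofetilide plus 5 SD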;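 note: thallium influx through hERG after potassium depolarization seen as dye fluorescence rise; in these data hits start at about 4.7%; inactives centre near -7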
GSK3 alpha inh: blocks human GSK-3 alpha kinase; inhibition, % at 10 µM; 320,000 compounds, 0.1% hits; P49840; ADP-Glo luminescence, 60 min;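 in the data active = inhibition above about 50%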;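 note: GST-tagged GSK-3 alpha with peptide substrate and 25 µM ATP; 0% = DMSO neutral wells and 100% = GW8510 positive control wells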
Target sequence (P49840 whole entry, looked up): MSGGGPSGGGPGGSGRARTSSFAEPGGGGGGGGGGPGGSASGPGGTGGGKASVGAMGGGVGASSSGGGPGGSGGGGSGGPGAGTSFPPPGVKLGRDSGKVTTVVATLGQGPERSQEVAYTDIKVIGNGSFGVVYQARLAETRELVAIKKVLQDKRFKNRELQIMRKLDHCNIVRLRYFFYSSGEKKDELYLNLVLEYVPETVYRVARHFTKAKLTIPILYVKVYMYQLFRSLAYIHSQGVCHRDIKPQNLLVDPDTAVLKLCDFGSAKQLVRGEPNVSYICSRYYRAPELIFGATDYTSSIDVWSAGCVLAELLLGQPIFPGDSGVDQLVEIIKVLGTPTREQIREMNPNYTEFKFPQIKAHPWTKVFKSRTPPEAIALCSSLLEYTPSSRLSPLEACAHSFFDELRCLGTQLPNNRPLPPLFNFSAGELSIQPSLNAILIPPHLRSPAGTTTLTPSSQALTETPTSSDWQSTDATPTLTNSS
KCNK9 block: human KCNK9 channel inhibition; Q9NPC2; HEK293 KCNK9, FluxOR thallium flux fluorescence; hits give low values; B-score at 10 µM; 310,000 compounds, 1.2% hits;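 active = ratio B-score over 3 SD below the library mean, with starting fluorescence within 5 SD of its mean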;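 note: negative B-score means less thallium flux so channel inhibition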
RGS4 inh: human RGS4 inhibition | 310,000 compounds, 0.45% hits | AID 463165 | B-score at 10 µM | HEK293 M3R/RGS4 inducible, Fluo-4 calcium flux; hits give high values; triggered by carbachol at its EC20;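 active = B-score, a plate-corrected calcium signal, over three deviations above library mean, with baseline fluorescence within five deviations of library mean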;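 note: RGS4 expression induced by doxycycline in cells with stable M3 receptor; B-score is computed from the integrated fluorescence ratio over baseline after carbachol; higher B-score means a larger calcium signal and so more RGS4 inhibition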
Target sequence (P49798 whole entry, looked up): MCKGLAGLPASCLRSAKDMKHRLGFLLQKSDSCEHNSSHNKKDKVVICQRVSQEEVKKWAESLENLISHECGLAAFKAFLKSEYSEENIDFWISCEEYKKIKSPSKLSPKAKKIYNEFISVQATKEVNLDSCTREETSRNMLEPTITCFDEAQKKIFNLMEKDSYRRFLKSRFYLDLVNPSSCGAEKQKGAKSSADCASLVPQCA
Dyrk1A ADPGlo: Dyrk1A (rat) kinase inhibition | ADP-Glo luminescence, NFATc1 peptide | 310,000 compounds, 0.43% hits | inhibition, % at 12.5 µM | Q63470; in the data active = inhibition above about 50%;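 note: plate controls were vehicle with enzyme for no effect and no enzyme for full effect; many of its hits are not listed in these tables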
KCNQ1 act: potentiators or activators of human KCNQ1 potassium channel | P51787 | CHO-K1 KCNQ1, thallium flux FluxOR fluorescence; hits give high values | B-score at 10 µM | 310,000 compounds, 0.35% hits;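 active = fluorescence ratio B-score, a plate-corrected score, at least three library SD, with initial intensity B-score within 5 SD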
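Test system: CHO-K1 cells stably expressing KCNQ1 / Medium: assay buffer / Also added: depolarizing K+/Tl+ stimulus, K2SO4 and Tl2SO4 each 12.5 mM in 5x stock / Incubation: 90 min dye loading and 20 min compound exposure, both at room temperature / Signal: thallium influx via FluxOR fluorescence, kinetic imaging / Evaluation: B score of baseline-normalized fluorescence ratio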
KCNQ1 inh: human KCNQ1 channel inhibition; 310,000 compounds, 1.3% hits; P51787; CHO-K1 KCNQ1, FluxOR thallium flux fluorescence; hits give high values; AID 2642; B-score at 10 µM;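 active = compounds whose thallium flux B-score, printed positive for inhibition, exceeds three library SD while starting fluorescence stays within three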;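 note: channel opened by potassium depolarization with thallium stimulus after 20 min compound exposure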
GSK3beta inhib: inhibitors of human GSK3beta kinase | GST-GSK3beta kinase, ADP-Glo luminescence, 60 min; hits give low values | activity score (negative = inhibition), % at 10 µM | AID 2097 | P49841 | 300,000 compounds, 0.038% hits;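 active = more than half of replicate wells score below -50%, meaning over 50% inhibition versus plate controls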;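 note: 0% = median DMSO wells and -100% = median GW8510 positive control wells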
Target sequence (P49841 whole entry, looked up): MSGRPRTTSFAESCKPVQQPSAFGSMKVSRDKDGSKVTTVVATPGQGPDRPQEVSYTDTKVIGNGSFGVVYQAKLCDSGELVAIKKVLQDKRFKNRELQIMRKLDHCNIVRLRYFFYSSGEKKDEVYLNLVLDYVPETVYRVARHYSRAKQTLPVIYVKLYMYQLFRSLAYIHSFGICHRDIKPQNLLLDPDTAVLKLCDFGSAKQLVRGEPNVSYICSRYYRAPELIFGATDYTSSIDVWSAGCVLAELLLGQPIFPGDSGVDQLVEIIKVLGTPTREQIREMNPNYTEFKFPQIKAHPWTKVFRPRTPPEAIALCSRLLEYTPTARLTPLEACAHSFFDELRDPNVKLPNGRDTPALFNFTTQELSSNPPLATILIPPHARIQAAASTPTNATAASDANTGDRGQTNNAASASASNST
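Assay system: GST-tagged human GSK3beta kinase, cell-free; Input: 1.6 ng GSK3beta; Medium: Tris/MgCl2 kinase buffer; Timing: 60 min enzyme reaction, room temperature; Signal: ADP-Glo luminescence quantifying ADP generated by kinase; Evaluation: score relative to plate controls; Benchmarks: DMSO neutral wells and GW8510 at 20 µM as positive.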
The depositor's hits bear a star; i = inactive; . = not tested or not shown. A portion of the library; count on the stated rates, not on these rows.

SMILES | RGS4 act | KCNK3 inh | PolyA inh | hERG protect | GSK3 alpha inh | KCNK9 block | RGS4 inh | Dyrk1A ADPGlo | KCNQ1 act | KCNQ1 inh | GSK3beta inhib
CC(C)(C)NC(=O)COC(=O)c1ccc(Cl)cc1O | i | i | i | -5 | -1 | i | i | -2 | i | i | -1
CCN1CCCc2cc(CN(CCN3CCOCC3)C(=S)Nc3ccc(OC)c(OC)c3)ccc21 | i | i | i | -6 | 3 | i | i | -3 | i | i | 1
O=C(Nc1cccc(-c2cnc3ccccc3n2)c1)c1ccncc1 | i | i | i | -12 | -3 | i | i | 3 | i | i | 3
Cc1cc(N=Cc2c(O)n(-c3ccc4c(c3)OCO4)c(=O)c3ccccc23)ccn1 | i | i | i | -14 | -2 | i | i | 1 | i | i | 0
O=C1NC(c2ccccc2)=CC(c2ccccc2)N1 (configuration not stated) | i | i | i | -4 | 0 | i | i | -3 | i | i | 2
CCOc1c(Br)cc(CNc2ncn[nH]2)cc1OC | i | i | i | -10 | 0 | i | i | -2 | i | i | 6
CC1=NN(C(N)=S)C(=O)C1N=Nc1ccc(S(N)(=O)=O)cc1 (configuration not stated) | i | i | i | -6 | -2 | i | i | 2 | i | i | 0
Clc1ccc(OCc2nn3c(-c4ccncc4)nnc3s2)cc1 | i | i | i | -1 | -3 | i | i | 4 | i | i | -1
COc1ccc(NC(=O)CSc2ccc(-c3ccco3)nn2)cc1 | i | i | i | -8 | 0 | i | i | 3 | i | i | 0
CC1=C(c2ccc(Cl)cc2)[N+](=O)C(C)(C)N1[O-] | i | i | i | -7 | . | i | i | -6 | i | i | 0
O=c1[nH]c(Cc2ccccc2)nc2ccccc12 | i | i | i | -7 | 2 | i | i | 3 | i | i | 0
Cc1cc(C)cc(NC(=S)N2CCC(NC(=O)c3ccccc3C)CC2)c1 | i | i | i | -5 | 0 | i | i | 0 | i | i | 1
COc1ccc(NC(=O)CN(C)C(=O)CN2C(=O)c3ccc([N+](=O)[O-])cc3C2=O)cc1 | i | i | i | -9 | -1 | i | i | -2 | i | i | 4
NNC(=O)CNC(=O)c1ccccc1F | i | i | i | -1 | -1 | i | i | 2 | i | i | 0
N#Cc1ccsc1NC(=O)CN(Cc1ccccc1)Cc1ccccc1 | i | i | i | -7 | -1 | -17* | i | 0 | i | 6* | -1
Cc1ccccc1NC(=O)CN1CCC(NC(=O)Nc2ccccc2)CC1 | i | i | i | -2 | -2 | i | i | -3 | i | i | -1
COc1cccc(-c2noc(C3CCCN(C(=O)c4ccccc4OC)C3)n2)c1 (configuration not stated) | i | i | i | -6 | 0 | i | i | -1 | i | i | 1
Cc1ccc(N2CCN(S(=O)(=O)N(C)C)CC2)c(C)c1 | i | i | i | -10 | -3 | i | i | 5 | i | i | 0
O=C1COc2ccc(C(=O)COC(=O)C3CCN(S(=O)(=O)c4cccs4)CC3)cc2N1 | i | i | i | -11 | -1 | i | i | -2 | i | i | 3
O=C(Nc1cccnc1)c1ccc(COc2ccccc2Br)o1 | i | i | i | 22* | 0 | i | i | -6 | i | i | 0
CCN(CC)C(=O)CSc1nnc(-c2ccccn2)n1-c1ccc(C)c(C)c1 | i | i | i | 0 | -2 | i | i | -3 | i | i | 1
Cc1ccc(C(=O)N/C(=C\c2cn(C)c3ccccc23)C(=O)N2CCN(C)CC2)cc1 | i | i | i | 0 | 0 | i | i | -5 | i | i | 2
Fc1cccc(Cl)c1C1Nc2cccc3cccc(c23)N1 | i | i | i | -7 | 0 | i | i | 8 | i | i | 3
COc1ccccc1OCC(=O)Nc1cccc(-c2nc3ccccc3o2)c1 | i | i | i | -3 | -1 | -12* | i | 5 | i | i | -3
O=c1c2[nH]c3ccccc3c2ncn1Cc1ccco1 | i | i | i | -6 | 0 | i | i | 0 | i | i | 2
Carrying on.
SMILES | RGS4 act | KCNK3 inh | PolyA inh | hERG protect | GSK3 alpha inh | KCNK9 block | RGS4 inh | Dyrk1A ADPGlo | KCNQ1 act | KCNQ1 inh | GSK3beta inhib
O=C(COC(=O)c1ccc2c(c1)C(=O)N(c1cccc3ncccc13)C2=O)c1ccc(Cl)cc1 | i | i | i | -4 | -2 | i | i | 0 | i | i | 2
COC(=O)Nc1ccc(S(=O)(=O)Nc2ccc(C(=O)O)cc2)cc1 | i | i | i | -10 | 0 | i | i | . | i | i | 5
Cc1ccc(-c2nc3ncccc3o2)cc1NC(=O)c1ccco1 | i | i | i | -8 | -6 | i | i | -5 | i | i | 2
O=C(Cc1cccs1)N(c1ccc(Cl)cc1)C1C=CS(=O)(=O)C1 (configuration not stated) | i | i | i | -11 | 1 | i | i | . | i | i | -2
O=C(COC(=O)CNS(=O)(=O)c1c(Cl)cccc1Cl)Nc1ccccc1Sc1ccccc1 | i | i | i | -4 | -2 | i | i | 1 | i | i | 2
CCOC(=O)c1nn(-c2sc(C(=O)OC)c(C)c2C(=O)OC)cc1O | i | i | i | -3 | 2 | i | i | -7 | i | i | -1
CCC1=C/C(=C/N(C)c2ccccc2)C(=O)S1 | i | i | i | -15 | -2 | i | i | 11 | i | i | -1
COC(=O)c1ccc(CSc2nnc(-c3c[nH]c4ccccc34)n2C)o1 | i | i | i | -9 | -2 | i | i | 1 | i | i | 0
c1ccc(-c2cc(N3CCCCC3)c3ccccc3n2)cc1 | i | i | i | -3 | -4 | i | i | . | i | i | 0
CN(CC(=O)Nc1nc2ccccc2s1)S(=O)(=O)c1ccccc1 | i | i | i | -5 | 1 | i | i | 0 | i | i | -7
Cc1ccc(NC(=O)CSc2nc(=O)n(Cc3ccncc3)c3c2CCC3)c(C)c1 | i | i | i | -10 | -4 | i | i | -1 | i | i | 8
COCc1cc(C)n(CC(=O)Nc2cccc(C)c2)c(=O)c1C#N | i | i | i | -13 | 2 | i | i | 4 | i | i | 2
O=C(OCC(=O)N1CCN(c2ccccc2)CC1)c1nc(Cl)ccc1Cl | i | i | i | -4 | 2 | i | i | 7 | i | i | .
COc1ccc(C2=CC3=C(Br)C(=O)C(C)(OC(=O)c4ccc(Cl)nc4)C(=O)C3=CO2)cc1 (configuration not stated) | i | . | i | -13 | -2 | i | i | . | i | i | -2
Cc1cccc(Cl)c1OCCN1CCCC1 | i | i | i | 1 | -1 | i | i | 2 | i | i | -2
O=C(CN1C(=O)C2C3C=CC(C4CC34)C2C1=O)Oc1ccccc1 (configuration not stated) | i | i | i | -6 | 1 | i | i | 5 | i | i | 3
CSc1nc(C)cc(OCCNS(=O)(=O)c2ccc(C)cc2)n1 | i | i | i | -8 | 3 | i | i | 1 | i | i | 4
Cc1ccc(S(=O)(=O)N2CCCCC2)cc1NC(=O)C1CC(=O)N(Cc2ccccc2)C1 (configuration not stated) | i | i | i | -7 | 1 | i | i | -6 | i | i | 2
COC(=O)c1ccc(COC(=O)c2cnccn2)cc1 | i | i | i | -11 | -1 | i | i | 4 | i | i | -5
Cn1nc(C(C)(C)C)c([N+](=O)[O-])c1C(=O)NCCO | i | i | i | -10 | 0 | i | i | -5 | i | i | -1
CCOC(=O)/C(C#N)=C\C=C1C=CN(C)C=C1 | i | i | i | -15 | 0 | i | i | 5 | i | 8* | 0
CC(C)(C)c1ccc(OCC(=O)N2CCCCCC2)c(Br)c1 | i | i | i | -9 | -4 | i | i | 4 | i | i | -1
Cc1ccc(N(CC(=O)N2CC(=O)Nc3ccccc32)S(=O)(=O)c2ccc3c(c2)OCCO3)cc1 | i | i | i | -20 | -2 | i | i | -3 | i | i | -1
COc1ccccc1NC(=O)c1ccc2c(c1)N(CC#N)C(=O)C(C)(C)O2 | i | i | i | -8 | -2 | i | i | 2 | i | i | -4
Cc1occc1C(=O)NCc1cccs1 | i | i | . | -5 | 0 | i | i | 6 | i | i | 2

Filtered by structure, the entries above containing bromine
SMILES | RGS4 act | KCNK3 inh | PolyA inh | hERG protect | GSK3 alpha inh | KCNK9 block | RGS4 inh | Dyrk1A ADPGlo | KCNQ1 act | KCNQ1 inh | GSK3beta inhib
CCOc1c(Br)cc(CNc2ncn[nH]2)cc1OC | i | i | i | -10 | 0 | i | i | -2 | i | i | 6
O=C(Nc1cccnc1)c1ccc(COc2ccccc2Br)o1 | i | i | i | 22* | 0 | i | i | -6 | i | i | 0
COc1ccc(C2=CC3=C(Br)C(=O)C(C)(OC(=O)c4ccc(Cl)nc4)C(=O)C3=CO2)cc1 (configuration not stated) | i | . | i | -13 | -2 | i | i | . | i | i | -2
CC(C)(C)c1ccc(OCC(=O)N2CCCCCC2)c(Br)c1 | i | i | i | -9 | -4 | i | i | 4 | i | i | -1

New compounds follow
SMILES | RGS4 act | KCNK3 inh | PolyA inh | hERG protect | GSK3 alpha inh | KCNK9 block | RGS4 inh | Dyrk1A ADPGlo | KCNQ1 act | KCNQ1 inh | GSK3beta inhib
Cc1[nH]n(-c2ccccc2)c(=O)c1/C=N/O | i | i | i | -4 | -1 | i | i | 11 | i | i | -1
CC(=O)Nc1ccc(NC(=O)C(c2ccccc2)c2ccccc2)cc1 | i | i | i | -7 | 1 | i | i | -2 | i | i | 0
CS(=O)(=O)N1c2ccccc2[C@]2(Br)C[C@H]3C(=O)N[C@@H](Cc4ccccc4)C(=O)N3[C@H]12 | i | i | i | -8 | 2 | i | i | 3 | i | i | 0
CC1CCN(c2ccc3c(c2)S(=O)(=O)c2ccccc2C3=O)CC1 | -8.2* | i | i | -2 | -1 | i | i | 4 | i | i | -1
Cc1oc(-c2ccccc2)cc1C(=O)Nc1ccc(N(C)C)cc1 | i | i | i | -8 | -4 | i | i | 4 | i | i | -2
O=C1CC(=C2c3ccccc3-c3ccccc32)C(=O)N1CCN1CCN(c2cccc(Cl)c2)CC1 | i | i | i | -13 | -2 | i | i | -3 | i | i | 0
Cc1nn(-c2ccccc2)c(C)c1/C=N/O | i | i | i | -1 | 0 | i | i | 6 | i | i | -2
Cc1cccc(CCNC(=O)CCS(=O)(=O)c2cc3c(cc2Cl)NC(=O)CO3)c1 | i | i | i | 0 | -2 | i | i | 7 | i | i | 2
CN(C)c1ccc(-c2nnc(-c3cccs3)o2)cc1 | i | i | i | -21 | 2 | i | i | -4 | i | i | 5
